# Vif imaging: inhibitors of HIV Vif. HEK293T cells, Vif self-association by quenched fluorescence, imaging, 24 h. inhibition, % at 7.49 µM. 0.35% of 340,000 active; in the data active means inhibition above about 50%, passing the limit was not always enough; inconclusive means no clear call, values can overlap the other calls; inactive means below about 31%; further: some results filed as inactive read as strong as hits
# CaV13 FRET inh: Disruptors of the CACNA1D IQ motif to Ca2+-dependent inactivation inhibitor domain association, primary screening, Förster resonance energy transfer in intact living … | HEK cells, CFP/YFP FRET ICDI-IQ, plate reader, 10 min; percent FRET-ratio fall versus neutral wells | inhibition, % at 12.3 µM | 0.098% of 340,000 active;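 active means mean replicate inhibition of at least 30% and at least 1% of replicates passing that level; inconclusive means only one of the two criteria is met; inactive means neither criterion is met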;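 further: 0% = median of the neutral control wells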
# MITF TRPM1 inh: MITF TRPM1 promoter inhibition in SK-MEL-5 cells. AID 488899. inhibition, % at 12.5 µM. 0.83% of 330,000 active. SK-MEL-5 TRPM1 promoter luciferase, 24 h;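 active means mean inhibition across replicates of 60% or more, whatever share of single replicates reaches that level; inconclusive means some that reach 60%, reason not given; inactive means mean inhibition across replicates below 60%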; further: values of inactives mirror those of a sister screen read the other way
# PDI turbidity: blocks human protein disulfide isomerase activity | P07237 | PDI insulin aggregation turbidity, A650, 90 min | inhibition, % at 10 µM | 0.052% of 350,000 active | AID 588391;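 active means mean inhibition across replicates of 30% or more, whatever share of single replicates reach that level; inconclusive means mean inhibition below 30% while every single replicate reaches 30%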;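 further: absorbance from insulin aggregation driven by PDI reduction with DTT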
# Target sequence (P07237 whole entry, looked up): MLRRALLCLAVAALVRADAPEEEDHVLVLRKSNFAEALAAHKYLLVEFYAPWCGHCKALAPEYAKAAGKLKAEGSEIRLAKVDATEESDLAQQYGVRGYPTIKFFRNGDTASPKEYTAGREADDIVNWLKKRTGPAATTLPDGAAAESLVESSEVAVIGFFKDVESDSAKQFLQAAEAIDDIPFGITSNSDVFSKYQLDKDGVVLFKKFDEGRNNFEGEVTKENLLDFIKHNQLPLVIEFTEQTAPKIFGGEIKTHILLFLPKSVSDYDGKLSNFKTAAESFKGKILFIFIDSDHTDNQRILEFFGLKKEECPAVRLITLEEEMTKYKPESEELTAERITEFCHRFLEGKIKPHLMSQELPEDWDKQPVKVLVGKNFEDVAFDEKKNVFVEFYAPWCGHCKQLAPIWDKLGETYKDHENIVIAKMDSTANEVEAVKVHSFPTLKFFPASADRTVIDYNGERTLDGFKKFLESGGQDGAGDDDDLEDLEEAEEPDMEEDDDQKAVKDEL
# KKLEB cytotox: CF airway cell cytotoxicity counter-screen. KKLEB CF airway cells viability, ATPlite luminescence, overnight; stronger effect = lower value; cells stimulated with P. aeruginosa culture filtrate. 0.36% of 360,000 active. AID 602141. activity change (cytotoxicity), % at 5 µM;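 active means corrected activity change at or below -50% at 5 µM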
# Shn3 3UTR inh: reduces Shn3 3'UTR luciferase signal in osteoblasts | Clone20 osteoblast Shn3 3'UTR firefly luciferase, 24 h | inhibition, % at 12.5 µM | AID 588674 | 0.52% of 360,000 active;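 active means mean inhibition of at least 75% with every replicate also reaching 75%; inconclusive means mean inhibition at least 75% but some replicate below; inactive means mean inhibition below 75%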;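 further: 0% = median of neutral control wells and 100% = pilot-screen positive control compound; some compounds past the cut are filed as inactive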
# NR2E3 ag-1: activates human photoreceptor nuclear receptor NR2E3 | Q9Y5X4 | GST-NR2E3/biotin-RetCOR TR-FRET, 1536-well | inhibition of corepressor binding, % at 4.78 µM | 0.12% of 320,000 active | AID 2300;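 active means percent inhibition above the cutoff of mean plus 3 SD of all tested compounds, set per screening campaign, cut at about 20% in these data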;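 further: 0% = DMSO wells and 100% = biotin wells as full block of FRET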
# Target sequence (Q9Y5X4 whole entry, looked up): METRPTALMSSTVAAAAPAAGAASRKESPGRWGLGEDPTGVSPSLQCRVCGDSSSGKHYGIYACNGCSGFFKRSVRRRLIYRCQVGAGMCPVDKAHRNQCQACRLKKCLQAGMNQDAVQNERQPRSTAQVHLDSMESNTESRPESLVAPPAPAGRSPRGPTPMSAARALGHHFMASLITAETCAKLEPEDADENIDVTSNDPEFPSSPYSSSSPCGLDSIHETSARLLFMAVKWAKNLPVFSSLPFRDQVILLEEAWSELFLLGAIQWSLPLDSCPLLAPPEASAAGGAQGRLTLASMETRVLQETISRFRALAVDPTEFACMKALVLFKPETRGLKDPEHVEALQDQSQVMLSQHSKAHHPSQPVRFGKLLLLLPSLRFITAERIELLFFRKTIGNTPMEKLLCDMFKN
#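 System: GST-tagged NR2E3 plus biotinylated RetCOR corepressor; Buffer or medium: pH 7.5 Tris-based buffer; Probe or stimulus: RetCOR corepressor, biotinylated, 7 nM; Doses: compound at 4.8 µM, single dose; Schedule: 5 h incubation at 4 °C; Technique: time-resolved FRET; Evaluation: percent inhibition of TR-FRET ratio; Replication: one well per compound, singlicate testing.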
# HIF-2a inh: HIF-2a inhibition; inhibition, % at 18.8 µM; 786-0 RCC cells HIF-2a reporter, luciferase luminescence, overnight; AID 624352; 0.72% of 360,000 active;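 active means inhibition of the luminescence signal of 40% or more relative to plate controls, in a single-dose primary screen at 18.75 µM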
# CF NFkB block: blocks PAF-induced NF-kB reporter in cystic fibrosis cells | inhibition, % at 5 µM | KKLEB NF-kB-GFP reporter, GFP fluorescence overnight | 0.86% of 360,000 active;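 active means at least 50% inhibition at 5 µM, scaled per plate between neutral and stimulator controls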;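 further: PAF is a Pseudomonas aeruginosa culture filtrate used as stimulus; plate controls were PAF-stimulated DMSO wells for no effect and unstimulated DMSO wells for full effect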
# Peg3 prom inh: Peg3 promoter activity inhibition; HeLa PEG-Prom luciferase reporter, luminescence, overnight; inhibition, % at 20 µM; 1.7% of 360,000 active;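 active means inhibition of at least 50% at 20 µM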
# NR2E3 ag-2: activates human NR2E3 receptor; Q9Y5X4; CHO-S Gal4-NCOR/VP16-NR2E3 two-hybrid, luciferase; inhibition of corepressor binding, % at 3.98 µM; 0.35% of 360,000 active; AID 602229;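 active means inhibition above the mean of all tested compounds plus 3 SD, cut at about 70% in these data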;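 further: 0% = DMSO with NR2E3 transfected cells and 100% = cells lacking NR2E3 construct; higher means lower luciferase signal from less NR2E3 corepressor binding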
# An asterisk follows results filed as active; ? = inconclusive; · = no result given.
Structure	MITF TRPM1 inh	HIF-2a inh	NR2E3 ag-1	CaV13 FRET inh	Shn3 3UTR inh	CF NFkB block	Peg3 prom inh	Vif imaging	PDI turbidity	NR2E3 ag-2	KKLEB cytotox
COc1ccc(OCC#CCN2CC(C)OC(C)C2)cc1 (stereo not drawn)	-5	-5	5	-4	8	12	5	-1	-2	22	-7
CCn1c(SCC(=O)c2ccc(F)cc2)nnc1-c1ccoc1C	-26	-69	3	-2	-20	2	-62	32	-6	-34	-1
COCCCNC(=S)N1CCN(c2nc3ccccc3s2)CC1	-13	-94	2	-2	11	5	-37	-3	-2	-19	1
CCN(C(=O)CSc1nc2ccccc2c(=O)n1-c1cccc(C)c1)C1CCS(=O)(=O)C1 (stereo not drawn)	-12	28	-3	-7	-51	1	22	-1	3	2	7
CC(C)(C)OC(=O)[C@H](Cc1ccccc1)NC(=O)c1nc[nH]c1C(=O)NCCCCCN	-15	-15	0	-10	-5	-9	10	-6	-16	10	-10
CCOc1cccc2cc(C(N)=O)c(=N)oc12	14	11	·	-12	-18	-17	15	3	0	-5	-1
Cc1cc(C(=O)NNS(=O)(=O)c2ccc(F)cc2)nn1C(C)(C)C	6	12	1	-5	19	-4	14	-3	1	-1	6
Cc1cc(C)nc(NC(=O)Cc2ccc(Cl)cc2)c1	-9	9	0	-3	3	8	6	0	5	-12	-13
Cc1cc(O)ccc1C1(c2ccc(O)cc2C)OC(=O)c2ccccc21	11	36	2	-1	-20	-15	36	15	6	-3	17
CC(=O)c1ccc(NC(=O)CSc2nnc(-c3ccncc3)n2C2CC2)cc1	-4	-7	0	-6	-10	-1	-2	5	1	-4	7
Cc1ccc(S(=O)(=O)NC(=O)C2(C)CCN2C(=O)CC2CCCC2)nc1 (stereo not drawn)	·	3	·	-5	-1	-7	3	-4	-8	-5	3
CC(=O)Nc1cccc(NC(=O)C(C)N2c3cccc4cccc(c34)S2(=O)=O)c1 (stereo not drawn)	-2	6	4	-4	3	-20	15	-1	-6	-2	-4
Cc1ccc(S(=O)(=O)NCC(C)NC(=O)CN2CCOCC2)cc1 (stereo not drawn)	15	1	4	-2	-8	0	-15	-3	-2	-5	2
C=CC[N+]1(CC#Cc2ccccc2)CCCC1	-1	5	3	-5	-6	-12	11	4	1	2	6
CCN(CC)S(=O)(=O)c1ccc(N2CCOCC2)c(NC(=O)COc2ccc(C#N)cc2)c1	-11	16	4	-16	5	15	7	10	0	6	-11
COC(=O)C1=CN(c2ccc(Cl)cc2)C=C(C(=O)OC)C1c1ccc([N+](=O)[O-])cc1	7	2	·	-5	34	-28	15	-13	-5	-25	6
Cc1ccc2c(c1)/C(=N/O)CCS2	-1	7	-2	-5	5	3	18	6	8	-8	1
CCN(CC)S(=O)(=O)c1cccc(C(=O)NN2Cc3ccccc3C2=N)c1	4	14	4	-4	7	-4	-5	-4	-19	3	8
C[C@H](CO)N1C[C@H](C)[C@@H](CN(C)C(=O)Nc2ccc3c(c2)OCO3)Oc2c(NC(=O)C3CC3)cccc2C1=O	6	1	·	-6	6	-16	-9	-3	3	13	5
COc1ccc(N(CC(=O)Nc2cc(OC)ccc2OC)S(=O)(=O)c2c(C)nn(C)c2C)cc1	0	4	0	-7	4	7	17	-5	·	-20	-6
COc1cc(/C=C2\CC(C(C)(C)C)C/C(=C\c3cc(OC)c(OC)c(OC)c3)C2=O)cc(OC)c1OC (stereo not drawn)	84*	94*	1	-4	?	-10	104*	16	0	-2	-8
COc1ccc(CCn2c(=N)c(C(=O)NCC3CCCO3)cc3c(=O)n4ccccc4nc32)cc1 (stereo not drawn)	10	-17	-4	-5	0	-14	-27	2	1	-26	27
CC(C)Oc1cccc(C(=O)C2CCCN(C(=O)c3ccoc3)C2)c1 (stereo not drawn)	-20	-55	2	-3	-20	2	-39	1	1	-32	-11
Cc1cc(Sc2nc(N(C)C)nc(N(C)C)n2)nc(Cl)n1	2	-26	1	-5	2	-11	-22	-16	-2	0	16
COc1cc(/C=C2\SC(N3CCC(C)CC3)=NC2=O)ccc1O	0	-32	-1	-5	-6	-28	-56	?	-4	-26	-10
CCCCN(CCCC)Cc1ccc(N)cc1	-6	20	3	-4	-12	6	-3	10	0	-11	3
O=C(NCC1CCCO1)c1ccc(COc2ccccc2)o1 (stereo not drawn)	-5	-16	0	0	-9	-8	6	-1	-2	2	6
Clc1ccc2nc(C3CCN(Cc4ccccc4)CC3)[nH]c2c1	3	4	0	-4	2	-14	-3	21	11	4	6
COc1ccc(CNC(=O)c2ccc3c(=O)n(CCCN4CCCC4=O)c(=S)[nH]c3c2)cc1	3	11	0	-1	11	-14	18	3	-3	-2	11
NC(N)=Nc1nc(-c2ccccc2)c2cc(F)ccc2n1	3	40*	3	-3	56	-108	88*	-3	-1	-11	16
O=C(/C=C/c1ccco1)N1CCN(C/C=C/c2ccccc2)CC1	-10	6	-1	-6	3	-13	2	0	-4	-4	18
COc1ccc(NC2=NCCCCC2)cc1	-11	8	4	-4	4	-19	4	10	9	-11	7
CC(=O)N1CCc2c(sc(NC(=O)Cc3ccccc3)c2C(N)=O)C1	4	-12	2	-6	6	9	-1	0	-4	-18	-10
O=C(Cn1cc(C(F)(F)F)ccc1=O)NCCc1ccc(Cl)cc1Cl	-8	12	0	-5	-11	7	-3	-4	12	-13	5
CCN(CC)S(=O)(=O)c1cccc(N=NC2=C(O)CCCC2=O)c1	-1	9	0	-3	19	7	4	-2	3	-21	2
O=C(CSc1nccn1Cc1ccco1)Nc1ccccc1	-9	-78	5	-2	9	-1	-48	7	-3	17	-7
CC1(C)CC2(CCO1)OC(=O)CC2C(=O)NCCc1ccccc1 (stereo not drawn)	16	17	1	-4	-9	-14	15	12	-3	-9	13
Cc1nc2ccc(N)cc2s1	-10	-17	1	-3	-24	-16	-12	-3	3	11	-1
CCCc1cc(=O)[nH]c(SCC(=O)NC)n1	5	2	-1	-9	9	-6	6	5	9	-7	17
O=C(CSc1nc2ccccc2c(=O)n1CC1CCCO1)Nc1ccc(F)cc1 (stereo not drawn)	2	1	-3	-4	6	6	17	-3	8	-21	-8
CN(C)c1ccc(-c2nnn(CC(=O)Nc3ccc4c(c3)OCCO4)n2)cc1	-1	-9	0	-4	0	-24	-31	0	-5	-23	-13
CCOC(=O)c1c(SCC(=O)Nc2nccs2)nc(C)c(C)c1C	-41	-190	·	·	-72	11	-237	-10	7	-138	-2
COc1cc(C(=O)NCCCNC(=O)c2cc(OC)c(OC)c(OC)c2)cc(OC)c1OC	·	17	2	-4	-9	-8	1	0	4	3	2
Cn1c(SCCN2CCCCC2)nnc1-c1ccccc1Br	0	2	1	-5	1	-1	7	12	4	-13	12
O=C(C[C@H]1C[C@@H]2c3cc(NC(=O)Nc4ccccc4F)ccc3O[C@@H]2[C@H](CO)O1)NCc1ccccn1	·	1	·	-4	0	-31	-12	-3	3	5	10
O=C(c1ccccc1)c1ccc(C(=O)N2CCN(c3ccc(F)cc3)CC2)o1	-11	-7	2	-5	12	12	25	·	14	6	-17
COc1ccc(CNc2ccc([N+](=O)[O-])cn2)cc1	-68	-284	3	-4	-73	-16	-271	-8	9	-103	-6
O=C(Nc1ncc(C(F)(F)F)cc1Cl)C1COc2ccccc2O1 (stereo not drawn)	-2	-27	1	0	4	10	-20	16	-5	-7	13
CCOC(=O)CN1C(=N)N(c2nc(NC(C)C)nc(OC)n2)CC1=O	-8	-7	-1	5	-9	8	12	-7	1	-17	3
CCOC(=O)N1CCN(C(=O)c2ccc(Cl)nc2)CC1	5	-1	4	0	-4	7	5	-1	-4	-3	-4
COc1ccc(C(=O)O)cc1NCc1ccc(C)s1	-8	0	0	-1	9	-4	-5	-6	5	-18	1
CCCCCCCCNc1ncnc2ccccc12	9	-47	0	·	70	12	-10	-14	11	92*	6
O=C(COC(=O)c1ccc(Cl)nc1)NCCc1ccc(Cl)cc1	-2	6	·	-6	4	9	0	11	-1	-11	17
CC1=Nc2cc(C(=O)NCC3CCCO3)ccc2Sc2ccc(Br)cc21 (stereo not drawn)	21	26	2	-4	·	22	17	6	-1	-14	-14
Nc1cc(N)cc(-c2nc3ccccc3[nH]2)c1	3	-82	-4	-6	-23	-8	-31	10	6	-11	2
O=C(O)c1cc2c(=O)c3ccccc3oc2nc1C(F)(F)F	6	6	0	-4	-4	18	-36	12	5	4	-9
CCCCc1ccc(NC(=O)CSc2nnc(C)c(=O)n2N)cc1	4	-13	3	-10	-23	8	-11	-3	0	-60	-4
CCOc1ccc(N=C2NC(=O)/C(=C/C(=O)OC)S2)cc1	6	9	2	-5	12	-15	-4	0	-24	-3	-4
COc1ccc(S(=O)(=O)N2CCOCC2)cc1NC(=O)CC1CC2CCC1C2 (stereo not drawn)	2	10	3	-5	16	-2	19	4	-3	8	-9
Cc1ccc(S(=O)(=O)N(C)c2cc(S(=O)(=O)Nc3ccncc3)c(C)cc2C)cc1	5	4	3	-6	-3	4	13	3	10	10	7

# The listing continues.
Structure	MITF TRPM1 inh	HIF-2a inh	NR2E3 ag-1	CaV13 FRET inh	Shn3 3UTR inh	CF NFkB block	Peg3 prom inh	Vif imaging	PDI turbidity	NR2E3 ag-2	KKLEB cytotox
Cn1ccc2c(N3CCCCCCC3)cc3c(c21)C1CCC3O1 (stereo not drawn)	·	8	·	-7	3	-10	-33	·	·	3	-4
O=C(CN1CCC(n2nnc3cc(F)ccc32)CC1)NCCc1nc2ccccc2[nH]1	-7	0	1	-8	3	-5	10	7	10	-10	-7
CC(=O)Nc1cccc(-c2nc3ccc(NC(C)=O)cc3s2)c1	-90	-205	0	-19	-88	-30	-243	2	-4	-80	4
Cc1ccc(OCCn2cc(/C=N/NC(=O)c3ccncc3)c3ccccc32)cc1	-3	-2	6	-4	5	-7	-37	-10	-5	3	10
COC(=O)c1ccc(COC(=O)c2cc3ccccc3oc2=O)cc1	-27	-68	-2	-5	-29	5	-81	2	-17	-2	0
CCOC(=O)C1CCCN(C(=O)Cn2cccc2C(=O)c2ccccc2)C1 (stereo not drawn)	-1	-5	2	-5	-5	13	-39	-8	11	0	-10
COc1ccc(NC(=O)CN(c2c(C)cccc2C)S(C)(=O)=O)cc1	-5	11	1	-1	3	9	-2	-1	0	7	-16
